ABCB1 block: blocks JC-1 efflux by human ABCB1 transporter; AID 1326; 0.067% of 190,000 active; P08183; CCRF-Adr cells, flow cytometry; inhibition, % at 6.6 µM; in the data active = inhibition above about 40%;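 also: 0% = vehicle and 100% = reference inhibitor; higher value means more JC-1 retained so stronger ABCB1 efflux block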
Target sequence (P08183 whole entry, looked up): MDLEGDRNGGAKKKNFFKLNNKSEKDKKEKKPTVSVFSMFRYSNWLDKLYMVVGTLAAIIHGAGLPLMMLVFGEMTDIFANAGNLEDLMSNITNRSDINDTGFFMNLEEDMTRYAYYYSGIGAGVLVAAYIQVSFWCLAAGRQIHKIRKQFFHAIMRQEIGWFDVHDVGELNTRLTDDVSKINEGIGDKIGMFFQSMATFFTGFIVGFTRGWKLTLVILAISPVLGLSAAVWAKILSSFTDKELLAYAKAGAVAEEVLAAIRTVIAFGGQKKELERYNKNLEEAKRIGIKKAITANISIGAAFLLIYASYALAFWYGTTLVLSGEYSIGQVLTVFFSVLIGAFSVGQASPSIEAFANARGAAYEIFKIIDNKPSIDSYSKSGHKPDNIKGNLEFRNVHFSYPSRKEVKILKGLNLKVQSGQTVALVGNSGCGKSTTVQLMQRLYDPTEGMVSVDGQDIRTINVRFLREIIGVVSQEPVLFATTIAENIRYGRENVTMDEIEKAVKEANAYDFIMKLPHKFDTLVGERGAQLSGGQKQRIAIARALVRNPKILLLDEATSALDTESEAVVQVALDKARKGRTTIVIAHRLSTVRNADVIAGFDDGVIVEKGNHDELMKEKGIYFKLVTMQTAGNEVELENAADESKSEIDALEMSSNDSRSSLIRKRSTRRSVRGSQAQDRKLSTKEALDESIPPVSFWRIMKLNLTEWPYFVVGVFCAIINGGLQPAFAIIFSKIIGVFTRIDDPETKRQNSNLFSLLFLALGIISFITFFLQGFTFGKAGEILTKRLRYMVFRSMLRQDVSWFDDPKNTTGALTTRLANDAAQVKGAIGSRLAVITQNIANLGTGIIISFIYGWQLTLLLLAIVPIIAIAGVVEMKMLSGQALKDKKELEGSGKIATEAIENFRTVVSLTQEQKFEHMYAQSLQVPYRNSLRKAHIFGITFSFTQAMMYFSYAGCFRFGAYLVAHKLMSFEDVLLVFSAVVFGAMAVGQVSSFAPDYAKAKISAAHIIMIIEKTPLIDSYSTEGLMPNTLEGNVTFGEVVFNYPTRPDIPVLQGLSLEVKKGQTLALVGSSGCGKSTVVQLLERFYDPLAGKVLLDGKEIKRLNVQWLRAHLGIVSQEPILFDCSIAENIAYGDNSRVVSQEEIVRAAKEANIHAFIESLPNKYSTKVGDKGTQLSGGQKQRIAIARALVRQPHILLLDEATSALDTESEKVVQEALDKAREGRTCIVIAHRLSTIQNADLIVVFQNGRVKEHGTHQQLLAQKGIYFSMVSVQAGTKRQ
RGS7-Gao reg: regulators of human RGS7-Galphao interaction. Multiplexed bead flow cytometry, RGS7-Galphao binding; actives lie on both sides. 0.35% of 220,000 active. P09471. AID 1439. binding response (% of control), % at 10 µM; in the data active = binding response below about 49% or above about 150%; inconclusive = no clear call, values can overlap the other calls; inactive = in between;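 also: fluorescent Galphao held in activated GDP-AlF4 state binding bead-coupled RGS7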
Bim-Bcl-B: inhibitors of Bim-Bcl-B interaction, human | bead-based flow cytometry, Bim peptide-Bcl-B binding | inhibition, % at 10 µM | 0.073% of 190,000 active;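 also: 0% = tracer peptide without compound and 100% = reference inhibitor peptide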
RGS4-Gao reg: modulates binding of RGS4 to human Galphao | binding response (% of control), % at 10 µM | Multiplexed bead flow cytometry; actives lie on both sides | P09471 | 0.33% of 220,000 active; in the data active = binding response below about 49% or above about 150%; inactive = in between;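 also: fluorescent Galphao activated with aluminum fluoride binding bead-coupled RGS4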
Mcl-1 Bim block: human Bim-Mcl-1 interaction inhibition; Q07820; Bead-based flow cytometry, Bim peptide-Mcl-1 binding; inhibition, % at 10 µM; 0.1% of 190,000 active;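 also: 0% = no compound tracer wells and 100% = peptide blocker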
Bim-Bcl-XL: human Bim-Bcl-XL interaction inhibition. AID 1007. inhibition, % at 10 µM. Bim peptide-Bcl-XL binding, bead flow cytometry, fluorescence. 0.04% of 190,000 active
Bcl-2 Bim block: disrupts Bim peptide binding to human Bcl-2; inhibition, % at 10 µM; Bead-based flow cytometry, Bim peptide-Bcl-2 binding; P10415; 0.06% of 190,000 active; in the data active = inhibition above about 40%; inconclusive = no clear call, values can overlap the other calls;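 also: 0% = no compound wells with probe peptide and 100% = reference peptide inhibitor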
Bim-Bcl-W: inhibitors of Bim-Bcl-W interaction, human; Q92843; bead-based flow cytometry, Bim peptide-Bcl-W binding; inhibition, % at 10 µM; 0.02% of 190,000 active;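 also: 0% = bound tracer without compound and 100% = peptide blocker; higher means less fluorescent Bim peptide bound to Bcl-W beads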
Bim-Bfl-1: disrupts Bim binding to human Bfl-1; Q16548; Bead-based flow cytometry, Bim-Bfl-1 binding inhibition; 0.12% of 190,000 active; inhibition, % at 10 µM;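 also: 0% = wells without compound plus tracer and 100% = blocker peptide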
RGS8-Gao reg: human RGS8-Galphao interaction regulation; 0.34% of 220,000 active; response (percent of control binding), % at 10 µM; multiplexed bead flow cytometry, RGS8-Galphao binding; actives lie on both sides; P09471; in the data active = response below about 60% or above about 140%; inactive = in between;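 also: Galphao activated as the GDP aluminium fluoride complex binding bead-coupled RGS8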
ABCG2 inh: inhibitors of human ABCG2 transporter, ABCB1 counter-screen; Q9UNQ0; IgMXP3 cells, JC-1 efflux, flow cytometry; inhibition, % at 6.6 µM; 0.1% of 190,000 active; AID 1325;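 active = inhibition above 80%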;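 also: 0% = DMSO and 100% = nicardipine control wells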
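System: two drug-resistant human cell lines, ABCG2 and ABCB1; controls: nicardipine high and DMSO low controls; times: 10 min exposure at 25 °C with rotation, no wash; detection: flow cytometry of retained JC-1 fluorescence; read-out basis: percent efflux inhibition, scaled nicardipine 100% to DMSO 0%; doses: one concentration, 6.6 µM final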
Starred values were filed as active, the others as inactive; ? = inconclusive; · = no result given. Rule as the data show it, unless noted: active = inhibition above about 40%.

SMILES	ABCB1 block	RGS7-Gao reg	Bim-Bcl-B	RGS4-Gao reg	Mcl-1 Bim block	Bim-Bcl-XL	Bcl-2 Bim block	Bim-Bcl-W	Bim-Bfl-1	RGS8-Gao reg	ABCG2 inh
C=CCn1c(Sc2nnc(C)s2)nc2c1c(=O)[nH]c(=O)n2C	0.5	99	-9	99	-3	-6	-9	-1	-13	97	8
CC(=O)Nc1ccc(NC(=O)/C(=C/c2ccco2)NC(=O)c2ccccc2)cc1	0.4	105	0	107	0	-1	0	0	-1	100	9
COc1ccccc1OCCCc1c(C)n[nH]c1C	-0.1	101	2	98	-1	0	0	-1	-1	100	0
COc1cc(NS(=O)(=O)c2ccc3c(c2)oc(=O)n3C)cc(OC)c1OC	0.3	94	-3	98	0	-3	-2	0	-9	101	0
O=C(CC1NCCNC1=O)Nc1ccc(Oc2ccccc2)cc1 (stereo not drawn)	-2.7	92	0	95	-2	2	0	0	-2	100	-3
CN(C)CCOCCSc1ccc(Cl)cc1	0.1	108	-6	106	-2	-4	-9	-1	-8	110	-1
COc1ccc(S(=O)(=O)NCC2CCCN(C(=O)CC3CCCC3)C2)cc1 (stereo not drawn)	0.8	105	-3	106	-2	-3	-4	0	-5	112	1
O=C(O)CCCc1ccccc1	0.2	100	-1	97	2	2	2	4	1	107	2
NNC(=O)CC12CC3CC(C1)CC(n1ncnn1)(C3)C2	-0.3	95	3	92	4	9	13	6	13	92	-2
Oc1ccc(/C=N/N=C(c2ccccc2)c2ccccc2)c(O)c1O	0.2	79	-7	89	-1	-6	-3	-1	0	90	0
COc1ccc(S(=O)(=O)N(CCc2ccccc2)CC(=O)O)cc1	0.6	100	-7	99	-1	-8	-11	-1	-14	99	-1
O=C1C=CCC(/C=C/c2ccccc2)O1 (stereo not drawn)	0.5	107	-1	110	-2	-1	0	-4	2	109	-1
COc1ccc(C(c2sc3nc(C)nn3c2O)N2CCc3ccccc3C2)cc1 (stereo not drawn)	0.1	102	-7	102	0	0	-10	2	-9	107	0
Cn1c(=O)c2c3c(sc2n2c(SCC(N)=O)nnc12)CC(C(C)(C)C)CC3 (stereo not drawn)	1.6	100	1	102	1	1	2	1	1	105	8
O=C(COC(=O)c1ccc2c(c1)OCCO2)NCc1ccccc1	0.3	92	0	89	0	0	5	4	3	88	3
COc1ccc(OC)c(NC(=O)C2CCCN2C(=O)OCc2ccccc2)c1 (stereo not drawn)	1.4	102	-6	104	0	5	-10	-2	-10	101	4
Clc1ccc(-n2nnnc2-c2cnc(-c3ccccn3)nc2-c2cccs2)cc1	1.5	·	-4	·	0	-2	13	0	1	·	1
CC(=O)c1cccc(NC(=O)N2CCCC2C(=O)NCc2ccc(C)cc2)c1 (stereo not drawn)	0.3	91	-11	99	-4	-4	-9	-1	-7	101	2
CC1=C(C(=O)Nc2ccc(F)cc2)C(c2ccncc2)C2=C(CCCC2=O)N1 (stereo not drawn)	1.3	99	-3	101	-1	-5	-5	0	-17	101	13
O=C(CSc1nnc(CNc2ccc(F)cc2)o1)OC1CCCCC1	0.4	97	0	99	-3	-1	-2	-4	0	105	2
CC(C)Cn1c(-c2cccs2)nc2nc3ccccc3nc21	1.3	104	-6	103	2	0	3	2	0	102	9
COc1ccc(-c2c[n+]3c(n2-c2ccccc2)SCC3)cc1OC	0.5	106	-2	107	-6	0	-5	0	-4	106	1
O=C(CCCCl)NC1=NN(c2ccccc2)C(=O)C1	-0.7	87	-7	87	-1	-7	-5	-4	-12	90	-4
Fc1ccc(Sc2ccccc2CNC2=NCCN2)cc1	0.0	106	-3	105	-1	-1	3	0	3	102	0
CCc1ccc(CN(C)C(=O)CCc2nnc(COc3ccccc3)o2)cc1	-2.2	101	-3	100	-4	-2	-5	-4	-7	105	1
CC(C)n1nc(C(=O)Oc2cccc(Cl)c2Cl)c2ccccc2c1=O	0.0	98	-4	99	-5	-4	-4	-2	-1	100	0
O=C(Cn1cccn1)c1ccccc1	0.1	?	0	93	2	1	-3	2	-3	98	-1
CC(C)(C)NC(=O)CN(Cc1cccnc1)C(=O)c1csnn1	0.2	100	-2	98	-3	1	0	-1	-1	99	0
COCCn1c(C)cc(C(=O)COC(=O)CNC(=O)c2ccccc2)c1C	0.6	102	-3	102	-1	-6	0	-4	-2	106	16
O=c1cc(N2CCc3ccccc3C2)[nH]c(=O)n1-c1ccc(Cl)cc1	0.9	95	-13	99	-7	-15	-8	-9	-22	98	59
CCc1nnc(NC(=O)CSc2nnc(-c3ccoc3C)n2-c2ccc(C)cc2)s1	0.3	108	-10	106	-1	2	-7	0	-6	105	4
Clc1cc(Br)ccc1OCCN1CCOCC1	1.0	105	·	105	·	·	?	·	·	105	22
Cc1cccn2c(=O)c3cc(S(=O)(=O)c4ccccc4)c(=N)n(Cc4ccco4)c3nc12	-0.9	99	-8	108	-1	-2	-1	-1	0	106	-2
Cc1ccc(OCC(=O)N/N=C/c2cn(Cc3ccccc3)c3ccccc23)cc1	0.9	111	-8	106	1	-5	-16	0	-7	112	19
O=C1/C(=C\c2ccc(-c3ccccc3Cl)o2)SC(=S)N1CC1CCCO1 (stereo not drawn)	-1.1	117	-3	104	29	28	45*	18	17	103	-2
O=C(OCC(=O)c1c[nH]c2ccccc12)c1ccc([N+](=O)[O-])s1	-0.8	99	-4	101	0	0	-8	0	-6	101	5
O=C1CC(c2ccc(Cl)cc2)n2nc(N3C(=O)c4ccccc4C3=O)nc2N1 (stereo not drawn)	1.8	97	-8	100	-1	-5	-5	-1	-14	99	32
CCSc1sccc1C1C(C#N)=C(N)N(c2cccnc2)C2=C1C(=O)CC(C)(C)C2 (stereo not drawn)	0.4	100	2	105	0	-1	-2	2	1	104	1
Cc1cc(C(=O)Nc2ccccc2C(F)(F)F)no1	0.0	102	-8	101	-2	-3	-8	2	-7	101	2
CCc1nc(Nc2ccc3c(c2)OCO3)c2oc3ccccc3c2n1	0.8	97	2	98	0	2	-2	1	0	101	8
COc1ccc(NC(=S)N2CCN(Cc3cccc(F)c3)CC2)c(OC)c1	0.5	101	-3	103	-1	-3	-3	-3	-8	103	2
Cc1ccccc1NC(=O)CSC(N)=O	0.5	94	-5	84	1	-11	-6	0	-10	93	3
CCOc1cc(-c2nc(-c3ccccc3OC)no2)cc(OCC)c1OCC	3.0	100	1	100	-1	-1	0	-1	-2	97	12
O=C(c1ccccc1)N(NC(=O)C(O)(c1ccccc1)c1ccccc1)c1cccc(F)c1	0.0	98	-7	98	-5	-6	-6	-2	-2	100	1
O=S(=O)(c1ccc(Cl)cc1)n1ccc(-c2cccc(OCc3c(F)cccc3Cl)c2)n1	1.6	102	0	98	0	0	1	0	-1	101	37
C=CCNC(=O)c1ccc(-n2cccc2)cc1	0.6	?	-3	98	0	0	-1	-1	-2	97	9
COCCNc1ncnc2nc[nH]c12	0.2	100	-2	100	-1	-1	-2	-3	-3	103	1
COc1ccc(C(=O)N(CC2CCCO2)C(C(=O)NC2CCCC2)c2ccc(C)cc2)cc1OC (stereo not drawn)	0.1	100	-8	96	-3	-6	-9	0	-10	102	-1

Looked up above.
COCCNc1ncnc2nc[nH]c12 – ABCG2 inh: 1
Cc1ccccc1NC(=O)CSC(N)=O – RGS7-Gao reg: 94
COc1ccc(NC(=S)N2CCN(Cc3cccc(F)c3)CC2)c(OC)c1 – Mcl-1 Bim block: -1
CCOc1cc(-c2nc(-c3ccccc3OC)no2)cc(OCC)c1OCC – ABCB1 block: 3.0

Remaining list, next part:
SMILES	ABCB1 block	RGS7-Gao reg	Bim-Bcl-B	RGS4-Gao reg	Mcl-1 Bim block	Bim-Bcl-XL	Bcl-2 Bim block	Bim-Bcl-W	Bim-Bfl-1	RGS8-Gao reg	ABCG2 inh
NC(=O)NCc1ccc(Cl)cc1	0.2	109	-3	114	-3	-4	-1	-7	-1	102	0
FC(F)(F)Oc1ccc(NC(=S)NCc2ccccc2)cc1	-0.8	101	-11	99	-9	-12	-10	-7	-10	100	6
Cc1ccc(C)c(NC(=O)C(c2ccccc2)N2CCOCC2)c1 (stereo not drawn)	1.7	100	-4	99	-3	-3	-2	-5	-2	101	3
C=CCNc1c2c(nc3ncnn13)CC(C)CC2 (stereo not drawn)	0.6	?	-10	99	-1	0	1	2	-1	100	6
C=CCn1c(SCc2ccc(OC)cc2)nnc1-c1cccnc1	0.7	112	-3	114	-3	0	0	0	0	104	3
CSc1nc(C)cc(OCCO)n1	0.1	96	-8	102	-4	-3	-13	0	-11	102	1
Brc1cccc(Cn2c(-c3cncs3)nc3ccccc32)c1	0.9	99	-2	101	0	-6	3	0	0	103	7
C/C(=N/OC(=O)c1c(F)cccc1F)c1nccs1	-0.3	99	0	100	-1	-1	-2	-3	-1	100	-1
CCOC(=O)C1(CCc2ccccc2)CCN(C(=O)CCn2cnnn2)CC1	1.1	99	6	103	27	0	2	0	-3	103	4
Cc1ccc2c(C)[nH]c(=O)cc2c1	0.2	100	-7	100	-1	-2	-6	0	-15	101	1
Cc1[nH]c(=O)[nH]c1CN1CCCCC1	0.3	107	-3	105	-2	-5	-3	-3	-5	99	0
N#Cc1ccc(-c2ccco2)nc1SCC(=O)c1ccc(Cl)cc1	0.1	101	-9	99	2	3	4	7	14	98	0
Cc1ccc(-n2c(=O)cc(N3CCC(C)CC3)[nH]c2=O)cc1	0.2	109	0	107	-3	-1	0	-1	0	104	-2
COc1ccc(/C=C(\NC(=O)c2ccccc2)C(=O)NCCC(=O)O)cc1	0.6	110	-5	105	-1	-3	0	-3	-10	109	1
CNC(=O)c1ccc(-c2sc3nc(N4CCOCC4)c4c(c3c2N)CC(C)(C)OC4)o1	1.2	91	-3	90	0	-6	-5	-4	-2	97	7
COc1ccc(NC(=O)Nc2ccccc2C(=O)N2CCCC2)cc1	0.3	100	-1	101	-1	-1	-2	0	-1	101	1
CCN(CC)S(=O)(=O)N1CCC(C(=O)NC2CCCc3ccccc32)CC1 (stereo not drawn)	3.2	97	-12	98	-7	-15	-11	-5	-23	100	25
COc1ccc(/C=C/c2ccncc2)c2ccccc12	0.2	100	-4	98	0	-1	-4	5	-5	101	2
Cc1ccn2c(=O)cc(C)nc2c1	0.0	91	-4	103	0	0	0	-1	-6	102	-1
COc1ccc(CC(=O)OCCN(C)C)cc1	0.0	103	-7	104	0	-5	-3	1	-9	104	0
COc1ccccc1-c1n[nH]c2c1[C@H](C)CC[C@H]2C(C)C	0.7	99	0	101	-1	0	0	-2	1	102	2
CSc1nc2ccc(NC(=O)c3ccc(Cl)s3)cc2s1	-1.3	103	-3	98	1	-3	-4	0	-6	103	-3
CCC(C)NC(=O)CSc1nc2ccccc2c(=O)n1Cc1ccc(OC)cc1 (stereo not drawn)	3.2	109	-1	107	0	-13	0	-2	-1	103	8

Entries of single compounds as entered above.
`COc1ccc(NC(=O)Nc2ccccc2C(=O)N2CCCC2)cc1` in the list: ABCB1 block = 0.3; RGS7-Gao reg = 100; Bim-Bcl-B = -1; RGS4-Gao reg = 101; Mcl-1 Bim block = -1; Bim-Bcl-XL = -1; Bcl-2 Bim block = -2; Bim-Bcl-W = 0; Bim-Bfl-1 = -1; RGS8-Gao reg = 101; ABCG2 inh = 1
`CCc1ccc(CN(C)C(=O)CCc2nnc(COc3ccccc3)o2)cc1` in the list: ABCB1 block = -2.2; RGS7-Gao reg = 101; Bim-Bcl-B = -3; RGS4-Gao reg = 100; Mcl-1 Bim block = -4; Bim-Bcl-XL = -2; Bcl-2 Bim block = -5; Bim-Bcl-W = -4; Bim-Bfl-1 = -7; RGS8-Gao reg = 105; ABCG2 inh = 1
